Screens as filed in PubChem BioAssay.
GSK3B inh: human GSK3beta kinase inhibition; P49841; GST-GSK3beta kinase, ADP-Glo luminescence, 60 min; active compounds read low; activity score (negative = inhibition), % at 10 µM; 300,000 compounds, 0.038% hits; AID 2097;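 active = more than half of replicate wells score below -50%, meaning over 50% inhibition versus plate controls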;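 also: 0% = median DMSO wells and -100% = median GW8510 positive control wells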
Target sequence (P49841 whole entry, looked up): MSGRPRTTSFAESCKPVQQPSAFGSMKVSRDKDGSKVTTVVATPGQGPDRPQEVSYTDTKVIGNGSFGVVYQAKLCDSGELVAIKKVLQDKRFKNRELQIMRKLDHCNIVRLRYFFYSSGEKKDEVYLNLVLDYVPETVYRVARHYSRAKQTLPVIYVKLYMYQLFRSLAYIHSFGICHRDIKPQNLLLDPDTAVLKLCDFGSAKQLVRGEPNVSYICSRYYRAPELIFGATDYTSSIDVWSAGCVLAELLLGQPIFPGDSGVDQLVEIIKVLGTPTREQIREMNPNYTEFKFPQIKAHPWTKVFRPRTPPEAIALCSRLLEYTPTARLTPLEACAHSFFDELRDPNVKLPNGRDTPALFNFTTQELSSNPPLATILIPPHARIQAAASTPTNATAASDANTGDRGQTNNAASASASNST
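Assay system: GST-tagged human GSK3beta kinase, cell-free; Input: 1.6 ng GSK3beta; Medium: Tris/MgCl2 kinase buffer; Timing: 60 min enzyme reaction, room temperature; Signal: ADP-Glo luminescence quantifying ADP generated by kinase; Evaluation: score relative to plate controls; Benchmarks: DMSO neutral wells and GW8510 at 20 µM as positive.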
HSP90 inh: blocks HSP90-mediated luciferase refolding in reticulocyte lysate; 290,000 compounds, 0.91% hits; AID 1789; Rabbit reticulocyte lysate, luciferase refolding luminescence, 3 h; inhibition, % at 5.6 µM;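 active = inhibition above the screen-wide mean plus 3 SD, computed separately per campaign, cut at about 16% in these data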;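 also: 0% = DMSO wells and 100% = 60 µM geldanamycin wells; inhibitors lower the luminescence because luciferase stays unfolded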
GSK3A inh: human GSK-3 alpha kinase inhibition. ADP-Glo luminescence, 60 min. P49840. inhibition, % at 10 µM. 320,000 compounds, 0.1% hits;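 in the data active = inhibition above about 50%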;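 also: GST-tagged GSK-3 alpha with peptide substrate and 25 µM ATP; 0% = DMSO neutral wells and 100% = GW8510 positive control wells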
HSF1 activator: increases HSF-1 driven luciferase reporter signal | NIH3T3-HGL HSF-1 luciferase reporter, MG132, 8 h; 100% = twice DMSO control signal | activation, % at 9 µM | 300,000 compounds, 1.7% hits;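 active = mean replicate activation of at least 50% with a set share of replicates each reaching 50%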;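 also: 0% = median of the neutral control wells and 100% = twice that signal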
PolyA inh: yeast polyadenylation inhibition; AID 1875; calls only at 12 µM; S. cerevisiae SKY197-pL101 polyadenylation reporter, beta-gal luminescence; efflux-impaired pdr1/pdr3 knockout yeast; score 100 = 6 SD above DMSO; 300,000 compounds, 0.02% hits;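 active = lowest replicate activity score at least 50, where 100 means six control SD above control mean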;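 also: yeast exposed to compound for 9 h at 30 °C; higher score means more reporter readthrough which indicates perturbed polyadenylation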
AI-2 QS modul: modulates the Vibrio harveyi AI-2 quorum sensing system | 300,000 compounds, 0.4% hits | Vibrio harveyi JMH597 AI-2 luminescence/OD600 ratio, 9 h; active compounds read low; strain lacks LuxN and CqsS sensors; 0 = neutral-control median | activity change, % at 7.5 µM; in the data active = activity change below about -75%, passing the limit was not always enough;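 also: luminescence divided by OD600 gain over 9 h not by final OD600 alone; inactives centre near 13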
HDAC3 inhib: blocks human histone deacetylase 3; recombinant HDAC3, fluorogenic peptide/trypsin coupled, fluorescence; inhibition, % at 8.3 µM; 320,000 compounds, 0.15% hits; AID 2718; in the data active = inhibition above about 26%, passing the limit was not always enough
Target sequence (O15379 whole entry, looked up): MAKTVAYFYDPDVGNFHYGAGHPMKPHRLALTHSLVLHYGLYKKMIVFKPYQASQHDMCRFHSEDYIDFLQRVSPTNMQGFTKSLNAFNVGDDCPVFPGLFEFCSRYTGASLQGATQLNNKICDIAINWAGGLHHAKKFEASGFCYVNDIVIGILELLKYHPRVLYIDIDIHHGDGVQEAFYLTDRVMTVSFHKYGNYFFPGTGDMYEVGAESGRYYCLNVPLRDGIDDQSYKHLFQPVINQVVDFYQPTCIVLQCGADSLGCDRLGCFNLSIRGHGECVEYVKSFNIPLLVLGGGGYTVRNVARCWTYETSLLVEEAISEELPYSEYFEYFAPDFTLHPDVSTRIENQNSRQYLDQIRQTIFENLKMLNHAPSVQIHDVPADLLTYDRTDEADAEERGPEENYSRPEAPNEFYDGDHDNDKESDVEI
Dyrk1A ADPGlo: Dyrk1A (rat) kinase inhibition. inhibition, % at 12.5 µM. 310,000 compounds, 0.43% hits. ADP-Glo luminescence, NFATc1 peptide; in the data active = inhibition above about 50%;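 also: plate controls were vehicle with enzyme for no effect and no enzyme for full effect; many of its hits are not listed in these tables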
Platelet DG rel: modulates dense granule release in human platelets. inhibition, %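 (compounds screened at 7.5 µM in platelet-rich plasma)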. AID 1663. 300,000 compounds, 0.22% hits. human platelet-rich plasma, SFLLRN dense granule ATP release, luminescence;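 active = mean replicate score, as percent of positive control, at or above 50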
HSF1 inh: HSF1 inhibition; AID 2098; activity change, negative = inhibition, % at 7.5 µM (by protocol); NIH3T3-HGL HSE-luciferase, MG132-induced, luminescence 8 h; active compounds read low; 300,000 compounds, 0.77% hits;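 active = more than half of replicate wells show activity change below -50%, luminescence cut by over half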;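 also: luciferase reports HSF-1 transcriptional activity via heat shock element; 0% = median of DMSO wells and -100% = zero luminescence signal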
Numbers without * were called inactive. Not all compounds are listed. The share of hits here may be higher or lower than overall.

For COc1ccccc1NC(=O)c1ccc2c(c1)N(CC(=O)NC(C)(C)C)C(=O)C(C)(C)O2 the results were GSK3B inh 0.2, HSP90 inh 2.7, GSK3A inh 3.3, HSF1 activator -10.4, PolyA inh inactive, AI-2 QS modul 15.3, HDAC3 inhib 4.6, Dyrk1A ADPGlo -6.6, Platelet DG rel -2.2 and HSF1 inh -3.0.
COc1ccc(S(=O)(=O)N2CCN(C(=O)c3ccco3)CC2)c(C)c1C was read as GSK3B inh -1.2, HSP90 inh 1.0, GSK3A inh -2.5, HSF1 activator -8.4, PolyA inh inactive, AI-2 QS modul 58.9, HDAC3 inhib 12.8, Dyrk1A ADPGlo 3.0, Platelet DG rel 5.9 and HSF1 inh -1.4.
COc1cccc2sc(N(CCCN(C)C)C(=O)c3sc4ccccc4c3Cl)nc12 was read as GSK3B inh -3.5, HSP90 inh -1.5, GSK3A inh 4.2, HSF1 activator 5.9, PolyA inh inactive, AI-2 QS modul 16.3, HDAC3 inhib 4.3, Dyrk1A ADPGlo 18.1, Platelet DG rel 3.3 and HSF1 inh -0.3.
For COc1ccc(Cn2nnnc2C(c2cccnc2)N2CCN(c3ccc(O)cc3)CC2)cc1 (stereo not given) the results were GSK3B inh 5.3, HSP90 inh 2.4, GSK3A inh -1.9, HSF1 activator -0.3, PolyA inh inactive, AI-2 QS modul 24.3, HDAC3 inhib -7.8, Dyrk1A ADPGlo -2.4, Platelet DG rel 4.0 and HSF1 inh 2.5.
For O=C(NCC1CCCN1S(=O)(=O)c1ccccc1)c1cccc(Cl)c1 (stereo not given) the results were GSK3B inh -0.9, GSK3A inh 0.4, HSF1 activator 6.6, PolyA inh inactive, AI-2 QS modul 15.9, HDAC3 inhib -2.0, Dyrk1A ADPGlo -1.9, Platelet DG rel 4.2 and HSF1 inh 2.4.
Screening O=C(NN1C(=O)/C(=C/c2cccs2)SC1=S)c1cccnc1 returned GSK3B inh 0.6, HSP90 inh -0.9, GSK3A inh -3.0, PolyA inh inactive, AI-2 QS modul 25.1 and HDAC3 inhib 6.4.
Screening CC(=O)SC(C)CC(=O)Nc1ccccc1 (stereo not given) returned GSK3B inh 0.1, HSP90 inh 4.9, GSK3A inh -0.9, HSF1 activator 3.4, PolyA inh inactive, AI-2 QS modul 11.9, HDAC3 inhib -1.9, Dyrk1A ADPGlo -9.0, Platelet DG rel 7.6 and HSF1 inh -5.4.
For CN(C)S(=O)(=O)c1cccc(COC(=O)CN2CCCCCC2=O)c1 the results were GSK3B inh -2.4, HSP90 inh -3.5, GSK3A inh -2.7, HSF1 activator -1.2, PolyA inh inactive, AI-2 QS modul 14.9, HDAC3 inhib -1.3, Dyrk1A ADPGlo -6.4, Platelet DG rel -8.3 and HSF1 inh 1.7.
For COc1ccccc1OCc1ccc(C(=O)N2CCN(C)CC2)o1 the results were GSK3B inh 1.1, HSP90 inh -4.4, GSK3A inh -1.4, HSF1 activator -17.1, PolyA inh inactive, AI-2 QS modul -7.6, HDAC3 inhib -4.4, Dyrk1A ADPGlo 11.2, Platelet DG rel -2.0 and HSF1 inh -11.1.
Screening Cc1csc2c(=O)sc(NC(=O)c3ccc(F)cc3Cl)nc12 returned GSK3B inh 3.7, HSP90 inh -8.9, GSK3A inh -2.7, HSF1 activator 7.1, PolyA inh inactive, HDAC3 inhib -1.7, Platelet DG rel 2.8 and HSF1 inh -8.8.
CCc1ccc(NC(=O)Nc2c(C)n(C)n(-c3ccccc3)c2=O)cc1 was read as GSK3B inh 0.5, HSP90 inh -1.7, GSK3A inh 0.0, HSF1 activator -1.6, PolyA inh inactive, AI-2 QS modul 24.3, HDAC3 inhib -4.8, Dyrk1A ADPGlo -2.5, Platelet DG rel -1.5 and HSF1 inh -6.5.
Screening COc1ccc2nc(SCC(=O)/C(C#N)=C(\C)N)[nH]c2c1 returned GSK3B inh 1.0, HSP90 inh 6.0, GSK3A inh 0.3, HSF1 activator 35.8, PolyA inh inactive, AI-2 QS modul 20.0, HDAC3 inhib -6.5, Dyrk1A ADPGlo 14.3, Platelet DG rel -9.0 and HSF1 inh 13.5.
For CCOc1ccc(S(=O)(=O)N(C)c2ccc(OCC(=O)NCC3CCCO3)cc2)cc1 (stereo not given) the results were GSK3B inh -1.6, HSP90 inh -1.5, GSK3A inh -2.3, HSF1 activator 2.5, PolyA inh inactive, AI-2 QS modul 6.8, HDAC3 inhib -4.0, Platelet DG rel 8.2 and HSF1 inh -1.8.
For CN(C)S(=O)(=O)c1ccc(C(=O)NCc2nc3ccccc3s2)cc1 the results were GSK3B inh -0.8, HSP90 inh 3.3, GSK3A inh -1.9, HSF1 activator 18.7, PolyA inh inactive, AI-2 QS modul -52.3, HDAC3 inhib 2.4, Dyrk1A ADPGlo -5.9, Platelet DG rel 1.1 and HSF1 inh 1.4.
Screening CC(=O)Nc1ccc(S(=O)(=O)NCc2nc(-c3ccc(C)cc3)no2)cc1 returned GSK3B inh -1.6, HSP90 inh 1.9, GSK3A inh -6.2, HSF1 activator 6.0, PolyA inh inactive, AI-2 QS modul 11.8, HDAC3 inhib 2.6, Dyrk1A ADPGlo -0.1, Platelet DG rel -0.8 and HSF1 inh 4.0.
For COCC(=O)N(Cc1cc2cccc(C)c2[nH]c1=O)c1ccccc1 the results were GSK3B inh -5.1, HSP90 inh -2.4, GSK3A inh 2.5, HSF1 activator 0.9, PolyA inh inactive, AI-2 QS modul 8.6, HDAC3 inhib 6.4, Dyrk1A ADPGlo 4.6, Platelet DG rel -4.1 and HSF1 inh -0.1.
For COC(=O)c1ccc(NC(=O)C23CC4CC(C2)CC(n2cnc(Cl)n2)(C4)C3)cc1 the results were GSK3B inh -3.0, HSP90 inh 3.1, GSK3A inh -2.1, HSF1 activator 2.7, PolyA inh inactive, AI-2 QS modul 18.0, HDAC3 inhib 1.5, Dyrk1A ADPGlo -8.2, Platelet DG rel 0.3 and HSF1 inh -1.7.
For COc1ccccc1N1CCN(C(=O)c2cc(C(=O)N3CCN(c4ccccc4OC)CC3)cc([N+](=O)[O-])c2)CC1 the results were GSK3B inh -1.1, HSP90 inh -4.2, GSK3A inh -1.0, HSF1 activator 5.2, PolyA inh inactive, AI-2 QS modul 8.0, HDAC3 inhib 4.5, Dyrk1A ADPGlo 2.3, Platelet DG rel -0.1 and HSF1 inh -4.9.
Screening Cc1cccc([C@@H]2C[C@H]3CN(Cc4cccc(Cl)c4)C(=O)[C@]34CCCN24)n1 returned GSK3B inh 1.6, HSP90 inh -1.5, GSK3A inh 0.1, HSF1 activator -23.8, PolyA inh inactive, AI-2 QS modul 2.4, HDAC3 inhib -0.2, Dyrk1A ADPGlo -8.0, Platelet DG rel 7.9 and HSF1 inh -8.2.
`CCCC1(C(=O)O)NC(c2ccccc2O)C2C(=O)N(Cc3ccccc3)C(=O)C21` (stereo not given) gave GSK3B inh 0.4, HSP90 inh -2.9, GSK3A inh -6.4, HSF1 activator 1.7, PolyA inh inactive, AI-2 QS modul 19.8, HDAC3 inhib -4.1, Dyrk1A ADPGlo 2.8, Platelet DG rel -5.3 and HSF1 inh -5.6.
Cc1ccc(NC(=O)C2CC(=O)NC(N3CCCCC3)=N2)cc1Cl (stereo not given) was read as GSK3B inh 0.8, HSP90 inh -0.7, GSK3A inh -3.6, HSF1 activator 3.1, PolyA inh inactive, AI-2 QS modul 61.6, Dyrk1A ADPGlo 3.4, Platelet DG rel -4.3 and HSF1 inh -1.2.
Screening CCOC(=O)c1ccc(NC(=O)c2cn(CCC#N)nc2-c2ccc3c(c2)OCCO3)cc1 returned GSK3B inh 2.9, HSP90 inh -1.7, GSK3A inh -0.7, HSF1 activator 8.6, PolyA inh inactive, AI-2 QS modul 24.1, HDAC3 inhib 8.7, Dyrk1A ADPGlo -2.3, Platelet DG rel 5.0 and HSF1 inh 0.1.
For COC(=O)CCC(=O)Nc1nnc(C(F)(F)F)s1 the results were GSK3B inh 1.3, HSP90 inh 2.6, GSK3A inh -2.1, HSF1 activator 45.8, PolyA inh inactive, AI-2 QS modul 2.6, HDAC3 inhib -4.9, Dyrk1A ADPGlo -1.5, Platelet DG rel -5.6 and HSF1 inh 6.9.
Screening COc1cccc(NC(=O)Nc2nc(-c3ccc(OC)c(OC)c3)cs2)c1 returned GSK3B inh -0.9, HSP90 inh 1.6, GSK3A inh -1.4, HSF1 activator 23.1, PolyA inh inactive, AI-2 QS modul -8.4, HDAC3 inhib 0.1, Dyrk1A ADPGlo 5.9, Platelet DG rel 4.1 and HSF1 inh -2.8.
O=C(/C=C/c1ccc(Br)cc1)NC(=S)N1CCOCC1 was read as GSK3B inh 0.4, HSP90 inh -1.3, GSK3A inh -1.8, HSF1 activator 18.7, PolyA inh inactive, AI-2 QS modul 7.1, HDAC3 inhib -4.4, Dyrk1A ADPGlo -1.7, Platelet DG rel -0.9 and HSF1 inh -3.4.
For Cc1cc(C(=O)N/N=C/c2ccc[nH]2)no1 the results were GSK3B inh 1.9, HSP90 inh 3.2, GSK3A inh -3.7, HSF1 activator -5.3, PolyA inh inactive, AI-2 QS modul 9.5, HDAC3 inhib 5.5, Dyrk1A ADPGlo -1.5, Platelet DG rel 9.6 and HSF1 inh -8.6.
O=C(O)/C=C/c1cn(Cc2ccccc2)nc1-c1cccs1 was read as GSK3B inh 0.8, HSP90 inh 9.0, GSK3A inh -10.1, HSF1 activator 3.4, PolyA inh inactive, AI-2 QS modul 27.9, HDAC3 inhib -3.4, Platelet DG rel 2.8 and HSF1 inh 3.4.
`O=C(CN1C(=O)C(=O)c2ccccc21)c1ccc(Cl)cc1` gave GSK3B inh -3.1, HSP90 inh -1.1, GSK3A inh -2.9, HSF1 activator -7.2, PolyA inh inactive, AI-2 QS modul 17.6, HDAC3 inhib -1.0, Dyrk1A ADPGlo -4.4, Platelet DG rel -2.3 and HSF1 inh -5.6.
Screening CC(C)(C)CC(=O)Nc1cccc(-c2cn3cccnc3n2)c1 returned GSK3B inh 1.4, HSP90 inh 0.4, GSK3A inh -4.1, HSF1 activator 23.5, PolyA inh inactive, AI-2 QS modul 6.9, HDAC3 inhib -78.1, Dyrk1A ADPGlo -3.2, Platelet DG rel -6.8 and HSF1 inh 10.0.
CCCCc1ccc(S(=O)(=O)Nc2nnc(C)s2)cc1 was read as GSK3B inh 4.5, HSP90 inh -4.1, GSK3A inh -1.0, HSF1 activator -2.2, PolyA inh inactive, AI-2 QS modul -97.7*, HDAC3 inhib -3.0, Dyrk1A ADPGlo 3.7, Platelet DG rel -10.7 and HSF1 inh -5.2.
`CCCC(=O)Nc1c(O)c2ccccc2[nH]c1=O` gave GSK3B inh 0.1, HSP90 inh -1.6, GSK3A inh -4.7, HSF1 activator -31.5, PolyA inh inactive, AI-2 QS modul 29.9, HDAC3 inhib -4.4, Dyrk1A ADPGlo 9.4, Platelet DG rel 1.4 and HSF1 inh -17.1.
